High-throughput results as filed in PubChem.
NTR1 ag: agonists of NTR1, primary screen, imaging, U2OS cells, beta-arrestin-GFP, high content (AID 493036); Neurotensin receptor type 1 (Homo sapiens), P30989; NTR1-U2OS beta-arrestin-GFP spot imaging, agonist mode; 330,000 compounds, 0.17% hits; activation, % at 20 µM;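 active means activation at or above 40% of the spot to cytoplasm intensity ratio, with at least 20 cells analyzed; inconclusive means wells under 20 cells, flagged as cytotoxic or low count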;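 further: 0% = DMSO without peptide and 100% = 100 nM NTR1 peptide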
Target sequence (P30989 whole entry, looked up): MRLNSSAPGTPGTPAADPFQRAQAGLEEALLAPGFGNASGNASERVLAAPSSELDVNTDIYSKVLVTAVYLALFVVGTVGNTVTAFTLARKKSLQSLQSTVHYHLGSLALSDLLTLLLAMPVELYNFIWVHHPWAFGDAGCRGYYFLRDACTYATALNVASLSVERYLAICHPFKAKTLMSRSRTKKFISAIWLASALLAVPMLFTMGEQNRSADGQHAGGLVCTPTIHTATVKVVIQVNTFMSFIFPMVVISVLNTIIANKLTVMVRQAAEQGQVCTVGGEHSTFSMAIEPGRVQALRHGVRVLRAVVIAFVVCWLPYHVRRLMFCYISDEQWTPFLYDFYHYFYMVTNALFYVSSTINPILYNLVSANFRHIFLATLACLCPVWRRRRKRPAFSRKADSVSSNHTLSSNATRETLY
MgcRacGAP inhibition: MgcRacGAP GTPase-activating activity inhibitors, confirmation, biochemical, ADP Hunter fluorescence; one-dose inhibition, % at 30 µM; IC50 in µM for titrated hits; Rac GTPase-activating protein 1 (Homo sapiens); AID 624330, 2012; 340,000 compounds, 0.6% hits; MgcRacGAP-stimulated Rac1 GTP hydrolysis, ADP Hunter fluorescence; higher % means a stronger effect; GST-tagged Rac1 F28L mutant substrate;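 active means first-screen hits whose inhibition reached a set limit at any dose in the follow-up dose series; inconclusive means inhibition above the set first-screen limit but never retested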;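 further: fluorescence reports GDP produced by GAP-driven GTP hydrolysis; strong numbers were not always called active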
RSV CPE inhibition: RSV antiviral activity via CPE protection, HEp-2 cells, primary 10 µM value included (AID 2391) | CPE inhibition, % at 10 µM; hits with a dose series show IC50 in µM | 310,000 compounds, 0.13% hits | HEp-2 cells, RSV-induced CPE inhibition; higher % means a stronger effect; in the data active means a potency from the dose series; inconclusive means CPE inhibition mostly from about 23% at the one dose, without a potency; inactive means the rest, 99 in 100 with CPE inhibition below about 21%; further: strong numbers were not always called active
Large T inhibition: SV40 large T antigen inhibitors, biochemical (AID 1903); one-dose inhibition, % at 20 µM; IC50 in µM for titrated hits; SV40 large T antigen ATPase/helicase inhibition assay; higher % means a stronger effect; 310,000 compounds, 0.39% hits; in the data active means a potency from the dose series; inconclusive means inhibition mostly from about 32% at the one dose, without a potency; inactive means the rest, 99 in 100 with inhibition below about 32%; further: strong numbers were not always called active
SIAH1 antagonists: Siah-1 peptide-binding antagonists, primary screen, biochemical, fluorescence polarization, rhodamine-plectin, uHTS (AID 1817). E3 ubiquitin-protein ligase SIAH1 (Homo sapiens). Siah-1 / rhodamine-plectin peptide fluorescence polarization; higher % means a stronger effect. one-dose displacement, % at 20 µM; IC50 in µM for titrated hits. 290,000 compounds, 0.02% hits;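 active means displacement of at least 50% at 20 µM, with a fluorescence ratio check between 0.3 and a set limit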;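 further: plate controls were Siah plus tracer with DMSO for no effect and tracer alone without Siah for full effect; strong numbers were not always called active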
West Nile virus CPE: West Nile virus antiviral activity, cell-based, CPE readout (AID 1621); West Nile virus-infected cells, CPE inhibition; higher % means a stronger effect; one-dose CPE inhibition, % at 10 µM; IC50 in µM for titrated hits; 290,000 compounds, 0.02% hits; in the data active means a potency from the dose series; inconclusive means CPE inhibition mostly from about 3.7% at the one dose, without a potency; inactive means the rest, 99 in 100 with CPE inhibition below about 2.2%; further: strong numbers were not always called active
NS5 inhibitors: Dengue-2 NS5 methyltransferase inhibitors, primary screen, biochemical, confirmation dose response (AID 588689). Dengue-2 NS5 methyltransferase capping enzyme assay, biochemical; higher % means a stronger effect. 340,000 compounds, 0.3% hits. inhibition, % at 25 µM, or IC50 in µM where a hit was titrated. Genome polyprotein (Dengue virus type 2 (strain 16681-PDK53)); in the data active means a potency from the dose series; inconclusive means inhibition above about 29% without an active follow-up result
AID2073: inhibitors of Mint1-CaV2.2 protein interaction, biochemical, HTRF (AID 2073) | Voltage-dependent N-type calcium channel subunit alpha-1B (Homo sapiens) | HTRF protein-protein interaction, Mint1-CaV2.2; higher % means a stronger effect | inhibition, % at 20 µM, or IC50 in µM where a hit was titrated | 290,000 compounds, 0.19% hits; in the data active means inhibition mostly above about 51%, no sharp cut-off; inconclusive means no clear call, values can overlap the other calls; inactive means mostly below about 53%; further: some results filed as inactive read as strong as hits
UTI89 phage lysis: inhibition of K1F phage lysis, E. coli UTI89, bacterial capsule biogenesis inhibitors, alamar blue (AID 488966); inhibition, % at 100 µM; hits with a dose series show IC50 in µM; 340,000 compounds, 0.02% hits; E. coli UTI89 K1F phage lysis, alamar blue, 2 h; higher % means a stronger effect;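 active means phage lysis inhibition, versus mean bacterial control, above a set limit; inconclusive means no clear call, values can overlap the other calls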;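 further: capsule biogenesis inhibitors block K1F phage lysis so surviving cells raise fluorescence; higher fluorescence means more inhibition of phage lysis; actives were called in the ten point dose series up to 300 µM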
NTR1 ag cell count 20 µM: second read-out of NTR1 ag, no call of its own (marks repeat the call); cell count; measured here: cell count, cytotoxicity flag
NS5 inhibitors pilot replicate: also measured in NS5 inhibitors; calls as there; inhibition, %; measured here: pilot screen replicate inhibition
* hit, by the source's call; ? = inconclusive; · = not tested or not shown; [ ] = dose if it differs, or a comment.

SMILES	NTR1 ag	NTR1 ag cell count 20 µM	MgcRacGAP inhibition	RSV CPE inhibition	Large T inhibition	SIAH1 antagonists	West Nile virus CPE	NS5 inhibitors	AID2073	UTI89 phage lysis	others
COc1ccc(S(=O)(=O)NCC2CCC(C(=O)NCCC(C)C)CC2)cc1 (stereo unspecified)	-2.2	78	3.9%	1.0%	12.6%	2.7%	-1.1%	-3.9%	-8.9%	1.6%
O=C(NCCCO)C(=O)Nc1cc2c3c(c1)CCN3C(=O)CC2	0.3	76	2.6%	-1.9%	-18.1%	-2.1%	0.7%	-2.8%	8.4%	0.2%
NS(=O)(=O)c1ccc(CCNC(=O)/C=C/c2cccc([N+](=O)[O-])c2)cc1	0.6	33	3.1%	1.4%	2.9%	-1.9%	-0.1%	5.1%	5.4%	-0.2%
COc1ccc(OC)c(NC(=O)CSc2nc(C)cs2)c1	-0.5	40	-0.4%	4.0%	5.2%	2.6%	-0.5%	-2.8%	-9.0%	0.5%
O=C1N2CCCc3cccc(c32)C12Nc1ccccc1S2 (stereo unspecified)	·	·	12.1%	·	20.9%	-0.6%	0.2%	-16.4%	-19.0%	0.5%
COCCCN(C(=O)C1CCCCC1)c1c(N)n(Cc2ccccc2)c(=O)[nH]c1=O	-1.8	51	4.9%	·	·	·	·	8.0%	·	1.3%[50 µM]
CCSc1nc(C)c(C)c(=O)[nH]1	1.7	87	4.7%	·	9.5%	6.0%	0.1%	-3.9%	26.3%	0.1%
O=C(CCC1CCCC1)NCCS(=O)(=O)N1CCN(c2ccccc2F)CC1	-0.9	61	5.4%	3.2%	12.5%	·	·	-0.7%	·	0.7%[50 µM]
COC(=O)C1=C(CS(=O)(=O)c2ccc(OC)cc2)NC(=O)NC1c1ccccc1 (stereo unspecified)	0.3	58	8.1%	-0.1%	-9.1%	1.5%	0.4%	-2.6%	-0.8%	0.6%
CC1CN(C(=O)CCC(=O)NCc2ccccn2)c2ccccc2O1 (stereo unspecified)	-0.3	64	16.3%	0.9%	2.8%	-1.8%	-0.2%	-0.7%	10.6%	2.6%
Cc1cc(NC(=O)c2ccc(Br)cc2)nc(C)n1	0.1	48	4.1%	-1.8%	·	0.3%	-0.1%	-6.7%	-6.2%	0.1%
O=C(Nc1ccccc1-c1ccccc1)c1ccco1	0.9	56	-3.1%	0.2%	2.4%	-1.5%	0.3%	0.8%	-6.4%	1.0%
CC(C(=O)Nc1ccccc1)N(C)Cc1cccs1 (stereo unspecified)	-0.9	61	3.1%	1.5%	5.2%	6.8%	-1.1%	-7.1%	-10.8%	0.4%
CC(C)COc1cccc(C(=O)N2CCN(C(=O)c3ccco3)CC2)c1	-0.4	52	2.5%	0.7%	·	·	·	4.8%	·	0.3%[50 µM]
COc1ccc(Nc2nc(-c3sc(N)nc3C)cs2)cc1	-3.1	73	12.6%	10.6%	21.4%	-13.2%	0.8%	3.2%	5.3%	-0.1%

Entries above that have a halogen (2):
SMILES	NTR1 ag	NTR1 ag cell count 20 µM	MgcRacGAP inhibition	RSV CPE inhibition	Large T inhibition	SIAH1 antagonists	West Nile virus CPE	NS5 inhibitors	AID2073	UTI89 phage lysis	others
O=C(CCC1CCCC1)NCCS(=O)(=O)N1CCN(c2ccccc2F)CC1	-0.9	61	5.4%	3.2%	12.5%	·	·	-0.7%	·	0.7%[50 µM]
Cc1cc(NC(=O)c2ccc(Br)cc2)nc(C)n1	0.1	48	4.1%	-1.8%	·	0.3%	-0.1%	-6.7%	-6.2%	0.1%

Next part:
SMILES	NTR1 ag	NTR1 ag cell count 20 µM	MgcRacGAP inhibition	RSV CPE inhibition	Large T inhibition	SIAH1 antagonists	West Nile virus CPE	NS5 inhibitors	AID2073	UTI89 phage lysis	others
COC(=O)c1ccc(OC(C)C(=O)c2ccc(C)cc2)cc1 (stereo unspecified)	-0.3	49	11.0%	3.0%	9.9%	-0.1%	-0.3%	0.0%	-12.6%	3.4%
CCCCn1c(SCC(=O)OCC)nnc1-c1ccoc1C	-2.4	51	5.2%	0.4%	3.6%	-2.3%	0.1%	-3.3%	-5.6%	1.3%
CCCn1nnc(NC(=S)NC(=O)C(C)(C)C)n1	-2.4	51	6.5%	2.6%	6.6%	4.9%	0.4%	-5.2%	-8.5%	4.7%
CCOC(=O)c1sc(=S)n(C)c1NC(=O)c1cccc(Br)c1	0.5	43	·	15.0%	8.3%	-4.7%	-0.1%	·	-35.0%	·
COCCCn1c(SCC(=O)N2CCOCC2)nc2ccccc2c1=O	1.1	56	4.8%	1.2%	10.1%	-0.8%	0.7%	-7.4%	-0.8%	0.3%
Cc1onc(-c2ccccc2)c1C(=O)NCc1ccc(F)cc1	-1.2	61	8.6%	0.5%	3.3%	·	·	5.4%	·	0.5%
O=C(CCc1ccccc1)NCc1cccnc1	4.8	52	4.7%	1.4%	-3.0%	2.9%	0.6%	-7.3%	-5.7%	3.8%
CCCCN(C)CCNC(=O)C1CCN(S(=O)(=O)c2cccc3nsnc23)CC1	0.4	60	3.2%	-0.2%	1.0%	-2.0%	-0.3%	-3.9%	13.5%	-0.2%
NC(=O)c1ccccc1	2.9	63	-1.2%	0.1%	7.2%	16.9%	0.0%	3.0%	-6.0%	1.6%
COc1cc(S(=O)(=O)NCC2OCCc3ccccc32)ccc1-n1cnnn1 (stereo unspecified)	1.9	64	2.9%	1.8%	-0.3%	-6.3%	-0.3%	-4.8%	-0.8%	4.1%
CCC1Nc2ncnc(N3CCCCC3)c2N(Cc2ccc(OC)cc2)C1=O (stereo unspecified)	2.4	55	11.3%	·	·	·	·	5.0%	·	0.0%
O=C(Nc1cccc(Cl)c1)C1=CC=CN2CCS(=O)(=O)N=C12	0.3	65	5.4%	·	·	·	·	1.6%	·	1.1%
COc1cc2c(cc1OC)C(=O)CCS2	1.1	42	16.4%	-1.0%	-11.1%	-2.3%	-0.1%	2.7%	15.9%	0.0%
Oc1ccc(/C=N/N=C(c2ccccc2)c2ccccc2)c(O)c1O	·	·	-68.0%	0.7%	35.1%	19.6%	-0.8%	23.4µM*	10.8µM*	-16.9%
COc1cc(NC(=O)COc2ccc(Cl)cc2)ccc1NC(=O)C(C)C	3.6	51	5.7%	0.3%	6.8%	16.7%	0.6%	-3.2%	7.7%	-0.2%
CN(C(=O)CSc1ccc2c(c1)OCCO2)c1ccccc1	-1.8	63	8.1%	·	·	·	·	-1.5%	·	0.5%[50 µM]
CCN1CCCC1CNC(=O)C(=O)NCc1ccccc1 (stereo unspecified)	-1.1	53	-9.8%	-1.9%	11.5%	7.2%	·	-6.8%	0.8%	0.3%
CCOC(=O)C1=C(C)NC(=O)CC1c1ccccc1 (stereo unspecified)	-4.7	86	8.9%	0.8%	3.2%	5.3%	0.2%	2.9%	6.1%	1.2%
CN(C(=O)COc1cccc(Br)c1)C1CCS(=O)(=O)C1 (stereo unspecified)	-0.4	49	6.0%	-0.7%	-2.8%	-0.9%	0.1%	0.0%	1.0%	-0.2%
c1cc[n+](CCC[n+]2ccccc2)cc1	-0.6	84	0.9%	2.6%	4.0%	1.0%	-0.2%	6.5%	6.4%	-0.1%
O=C(Nc1ccc2c(c1)OCCO2)C1CCN(S(=O)(=O)c2ccc(Br)s2)CC1	1.2	53	3.4%	?	17.0%	0.7%	0.5%	-5.5%	-3.7%	0.5%[50 µM]
Cc1nonc1C(=O)N1CCCC(N2CCN(c3ccc(F)cc3)CC2)C1 (stereo unspecified)	1.3	55	4.3%	0.9%	11.9%	9.7%	-0.3%	-1.3%	-1.2%	0.7%
C=CCN1CCN(C(CCC)c2nnnn2Cc2ccco2)CC1 (stereo unspecified)	1.4	24	3.7%	-0.1%	-3.3%	-3.3%	-0.5%	-9.5%	-7.6%	-0.6%
Cc1ccc(NC2=NCCCCC2)cc1C	-2.8	72	-2.9%	0.3%	2.9%	-0.4%	-0.5%	-3.2%	11.7%	-0.9%
Cc1cc(C)c2nc(N(CCN(C)C)C(=O)/C=C/c3cccs3)sc2c1	6.0	66	5.8%	-0.5%	9.4%	-0.4%	3.2%	9.9%	1.3%	2.5%
CCCN(CCC)CCN1C(=O)C2C(C(=O)Nc3ccc(C)cc3)C3C=CC2(O3)C1C(=O)NC1CCCCC1 (stereo unspecified)	1.0	58	6.5%	-0.2%	6.3%	7.3%	-0.2%	-4.2%	-0.8%	0.1%
CCOC(=O)C1CCN(S(=O)(=O)c2ccc3[nH]c(=O)oc3c2)CC1	1.3	56	6.2%	1.1%	-11.4%	-1.8%	0.3%	3.5%	-4.5%	-0.2%
Cc1ccc(NC(=O)C(C)OC(=O)Cn2cnc3ccccc3c2=O)cc1 (stereo unspecified)	2.6	54	10.1%	2.3%	-0.7%	·	·	5.0%	·	1.5%[50 µM]
CC(C)c1ccc(NC(=O)C(c2ccc3c(c2)OCO3)N2CCCCC2)cc1 (stereo unspecified)	1.7	89	4.0%	4.1%	4.1%	0.7%	1.0%	-4.2%	-7.0%	2.7%
CCc1ccccc1N1CN(Cc2ccco2)CNC1=S	0.0	53	2.2%	·	4.6%	2.8%	-0.3%	-5.4%	-6.3%	-2.9%
CSc1nnc2c3ccccc3c3ccccc3c2n1	·	·	9.7%	·	6.0%	-6.1%	·	1.6%	8.4%	0.2%
COc1ccccc1N(CC(=O)NC(C)(C)C)C(=O)CCC(=O)Nc1nccs1	-0.4	52	6.3%	1.6%	26.4%	4.8%	-1.0%	-6.6%	19.0%	-0.3%	NS5 inhibitors pilot replicate=-4.0
Cc1cc(C)n(-c2ccc(C(=O)Nc3ccc(S(=O)(=O)N(C)C)cc3)cc2)n1	7.1	61	-1.6%	1.1%	8.2%	1.1%	-1.2%	-5.1%	5.4%	-0.5%[50 µM]

An excerpt from further up, for reference:
SMILES	NTR1 ag	NTR1 ag cell count 20 µM	MgcRacGAP inhibition	RSV CPE inhibition	Large T inhibition	SIAH1 antagonists	West Nile virus CPE	NS5 inhibitors	AID2073	UTI89 phage lysis	others
COc1ccccc1N(CC(=O)NC(C)(C)C)C(=O)CCC(=O)Nc1nccs1	-0.4	52	6.3%	1.6%	26.4%	4.8%	-1.0%	-6.6%	19.0%	-0.3%	NS5 inhibitors pilot replicate=-4.0
Cc1cc(C)n(-c2ccc(C(=O)Nc3ccc(S(=O)(=O)N(C)C)cc3)cc2)n1	7.1	61	-1.6%	1.1%	8.2%	1.1%	-1.2%	-5.1%	5.4%	-0.5%[50 µM]

Rows are unselected (roughly 1.6% active in at least one column).
